# High-throughput results deposited in PubChem by Johns Hopkins Ion Channel Center.
# CHT block = inhibitors of human choline transporter CHT; High affinity choline transporter 1 (Homo sapiens), Q9GZV3; CHT-expressing cells, membrane potential dye, choline response; stronger effect = lower value; B-score at 10 µM; hit rate 0.86% among 310,000; AID 488975, 2010;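 active = B-score over 3 SD under the library average, and starting fluorescence ratio not unusually high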;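 also: choline stimulus applied at its EC90 after an EC20 pre-addition; B-score computed on integrated fluorescence ratio after choline addition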
# Target sequence (Q9GZV3 whole entry, looked up): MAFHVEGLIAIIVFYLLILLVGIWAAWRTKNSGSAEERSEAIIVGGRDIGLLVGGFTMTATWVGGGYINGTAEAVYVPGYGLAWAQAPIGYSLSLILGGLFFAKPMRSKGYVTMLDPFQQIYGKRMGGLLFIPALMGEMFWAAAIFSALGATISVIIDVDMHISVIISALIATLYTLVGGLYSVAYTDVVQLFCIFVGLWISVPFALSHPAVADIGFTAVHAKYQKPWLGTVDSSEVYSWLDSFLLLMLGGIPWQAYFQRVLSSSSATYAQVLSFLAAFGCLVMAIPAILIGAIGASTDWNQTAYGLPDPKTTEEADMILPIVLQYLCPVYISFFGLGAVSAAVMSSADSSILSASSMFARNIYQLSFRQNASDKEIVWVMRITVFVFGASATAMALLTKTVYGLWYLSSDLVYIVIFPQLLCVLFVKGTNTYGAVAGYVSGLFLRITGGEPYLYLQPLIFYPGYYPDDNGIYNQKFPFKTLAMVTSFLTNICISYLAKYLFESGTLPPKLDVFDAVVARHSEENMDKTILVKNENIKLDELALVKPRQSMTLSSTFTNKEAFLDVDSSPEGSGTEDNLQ
# CHT PAM = CHT positive allosteric modulators, primary screen, cell-based, membrane potential dye, choline EC20; High affinity choline transporter 1 (Homo sapiens), Q9GZV3; CHT-expressing cells; stronger effect = higher value; LV-AA mutant CHT in HEK293 cells; B-score at 10 µM; hit rate 0.49% among 310,000; AID 488977, 2010;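 active = initial fluorescence not abnormally high and integrated response B-score, plate-corrected, over 3 SD above library mean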
# * hit, by the source's call; i = inactive.
# Each structure is followed by: CHT block	CHT PAM
- COc1cc2[nH]c(=O)n(CCCCCC(=O)N3CCN(c4ccccc4)CC3)c(=O)c2cc1OC
 : i	i
- CC(C)CC(NC(=O)C(NC(=O)OC(C)(C)C)C(C)C)C(N)=O (centres undefined)
 : i	i
- CC(C)c1ccc(NC(=O)NC(C)c2ccc3c(c2)OCO3)cc1 (centres undefined)
 : i	i
- COc1cc(NC(=O)C(C)Oc2ccccc2)ccc1NC(=O)COc1ccccc1 (centres undefined)
 : i	i
- Cc1ccc(S(C)(=O)=O)cc1S(=O)(=O)Nc1cccc(Cl)c1
 : i	i
- Cc1ccc(NC(=O)c2nnn(-c3ccc4c(c3)OCCO4)c2N)cc1
 : i	i
- c1ccc(Cn2nnnc2-c2ccco2)cc1
 : i	i
- N#CC1=C(N)N(c2ccccc2)C(c2cccc([N+](=O)[O-])c2)C1(C#N)C#N (centres undefined)
 : i	i
- CC1=NN(c2ccc(S(=O)(=O)O)cc2C)C(=O)C1
 : i	i
- CN(Cc1ccccc1)c1ccc(C(CC(N)=O)NC(=O)Cc2cccc3ccccc23)cc1[N+](=O)[O-] (centres undefined)
 : i	i
- O=C1NN(c2cccc(Br)c2)C(=O)/C1=C\c1ccccc1
 : i	i
- CCCCNC(=S)NNC(=O)c1ccco1
 : i	i
- Clc1ccc2nc(COc3ccccc3)[nH]c2c1
 : i	i
- COc1cc(Br)c(CC(=O)O)cc1OC
 : i	i
- O=C1CCCN1c1ccc(C(=O)N(Cc2nnc(-c3ccc(Cl)cc3)o2)C2CC2)cc1
 : i	i
- CC(C)(C)c1ccccc1NC(=O)Cn1cnc2cc([N+](=O)[O-])ccc2c1=O
 : i	i
- O=C1CCC(=O)c2oc3ccccc3c2N1
 : i	i
- O=C(Nc1c(-c2ccccc2)nc2ccc(Cl)cn12)c1cccs1
 : i	i
- CCCC1S/C(=N/N=C/c2ccc(C)cc2)N(Cc2ccc(OC)cc2)C1=O (centres undefined)
 : i	i
- CN(Cc1cccs1)C(=O)COc1cccc(-n2cnnn2)c1
 : i	i

# By substructure: the compounds so far containing a Cl atom
# Each structure is followed by: CHT block	CHT PAM
- Cc1ccc(S(C)(=O)=O)cc1S(=O)(=O)Nc1cccc(Cl)c1
 : i	i
- Clc1ccc2nc(COc3ccccc3)[nH]c2c1
 : i	i
- O=C1CCCN1c1ccc(C(=O)N(Cc2nnc(-c3ccc(Cl)cc3)o2)C2CC2)cc1
 : i	i
- O=C(Nc1c(-c2ccccc2)nc2ccc(Cl)cn12)c1cccs1
 : i	i

# Remaining list, next part:
# Each structure is followed by: CHT block	CHT PAM
- COc1ccc(C2=NS(=O)(=O)N(C)C(C(=O)N3CCOCC3)=C2)cc1OC
 : i	i
- CCOc1cc(C(=S)N2CCOCC2)ccc1OC(=O)c1cc(OC)c(OC)c(OC)c1
 : i	i
- NC(N)=NN=C1c2ccccc2-c2ccccc21
 : i	i
- CCn1c(SCc2ccc(Cl)cc2)nnc1-c1ccccc1
 : i	i
- Cc1ccc(-c2csc(-c3c[nH]c4ccccc34)n2)c(C)c1
 : i	i
- Cc1cccn2c(=O)c3cc(C(=O)NCCCn4ccnc4)n(C)c3nc12
 : i	i
- O=C1CCCc2c1cc(C(=O)Nc1ccc(Br)cn1)c(=O)n2-c1ccccc1
 : i	i
- CCOC(=O)CSc1cc(C)c(C#N)c2nc3ccccc3n12
 : i	i
- CC(C)(C)c1ccc(-c2nnc(SCC(=O)c3ccc4c(c3)OCCO4)o2)cc1
 : i	i
- CCc1ccc(N2CC(C(=O)Nc3ccc(F)cc3)CC2=O)cc1 (centres undefined)
 : i	i
- Cc1cc(NCCc2ccc(Cl)cc2)n2ncnc2n1
 : i	i
- COc1ccc(N2CCN(S(=O)(=O)c3ccc(C(=O)NCc4ccco4)cc3)CC2)cc1
 : i	i
- COc1ccccc1N1CCN(C(=O)c2oc3ccc(F)cc3c2C)CC1
 : i	i
- O=C(NCCc1ccccc1)C1CCC(=O)N1C1CCCC1 (centres undefined)
 : i	i
- COc1cc(C2C(C#N)=C(N)Oc3n[nH]c(C)c32)cc2c1OCO2 (centres undefined)
 : i	i
- Cc1ccc(S(=O)(=O)N2CCC(=O)N(CCOCc3ccc(C(F)(F)F)cc3)CC2)cc1
 : i	i
- CCNC(=O)COC(=O)c1cc(-c2ccc(OC)cc2)nc2ccccc12
 : i	i
- CCCS(=O)(=O)C(=C(Nc1ccc(OC)cc1)Nc1ccc(OC)cc1)S(=O)(=O)CCC
 : i	i
- Cc1cccc(CCNC(=O)C2CCCN(S(=O)(=O)c3cccc4nsnc34)C2)c1 (centres undefined)
 : i	i
- CCOC(=O)C(C)Oc1cccc2c(=O)n(CC(=O)Nc3ccc4c(c3)OCCO4)ccc12 (centres undefined)
 : i	i

# More entries follow:
# Each structure is followed by: CHT block	CHT PAM
- CCN(CC)C(=O)Cn1c(=O)n(CCCC(=O)NCc2ccc3c(c2)OCO3)c(=O)c2sccc21
 : i	i
- O=C(Nc1cccc(OC(=O)c2cccnc2)c1)c1cccnc1
 : i	i
- CCOC(=O)Cc1csc(SCC(=O)Nc2cccc(Cl)c2)n1
 : i	i
- CCOC(=O)C1=C(C)OC(N)=C(C#N)C1c1cccs1 (centres undefined)
 : i	i
- Cc1cc(C)cc(NC(=O)C2CCCN2C(=O)NC2CCCCC2)c1 (centres undefined)
 : i	i
- COc1ccccc1N1CCN(CCCCOc2ccc(F)cc2)CC1
 : i	i
- Nc1cc(N)cc(C(=O)Nc2ccc3c(c2)C(=O)NC3=O)c1
 : i	i
- COc1ccc2oc(=O)c(C(=O)N3c4ccccc4CC3C)cc2c1 (centres undefined)
 : i	i
- Cc1nnc(SCC(=O)N2CCCC(C(=O)c3ccc(Cl)cc3)C2)o1 (centres undefined)
 : i	i
- CNS(=O)(=O)c1cccc(C(=O)OCC(=O)N2CC(C)OC(C)C2)c1 (centres undefined)
 : i	i
- CCN(Cc1ccccc1)S(=O)(=O)CCNC(=O)c1ccc(OC)cc1
 : i	i
- Cc1csc2nc(O)c(C(=O)NC3CCCCCC3)c(=O)n12
 : i	i
- O=C(Cc1ccc(N2CCNC2=O)cc1)N1CCCC(Nc2ccc(F)c(F)c2)C1 (centres undefined)
 : i	i
- O=C(c1cc2ccccc2[nH]1)N1CCOCC1
 : i	i
- CCC12CN(C(=O)c3ccc(OC)cc3)CC(CC)(CN(C(=O)c3ccc(OC)cc3)C1)C2=O
 : i	i
- N#CN=C1SCCS1
 : i	i
- COC(=O)c1ccccc1SC1CC(=O)N(c2cccc(C)c2)C1=O (centres undefined)
 : i	i
- OCc1cn(-c2ccccc2)nc1-c1ccc(Br)cc1
 : i	i
- COc1cccc(CN2CC(C(=O)NCCn3ccc(C)n3)CCC2=O)c1 (centres undefined)
 : i	i
- FC(F)(F)c1ccccc1/C=N/Nc1ccccn1
 : i	i

# Single records, from the list above. Values in the order: CHT block, CHT PAM
# Cc1cc(C)cc(NC(=O)C2CCCN2C(=O)NC2CCCCC2)c1 (centres undefined) is entered as i, i
# O=C(Nc1cccc(OC(=O)c2cccnc2)c1)c1cccnc1 is entered as i, i
# COc1ccc2oc(=O)c(C(=O)N3c4ccccc4CC3C)cc2c1 (centres undefined) is entered as i, i
# N#CN=C1SCCS1 is entered as i, i

# Continuation.
# Each structure is followed by: CHT block	CHT PAM
- Cc1ccc(S(=O)(=O)NCc2ccc(C(=O)NC3CC3)cc2)cc1
 : i	i
- CC(C)=CCc1c(O)cc2oc3c(CC=C(C)C)c(O)c(O)c(CC=C(C)C)c3c(=O)c2c1O
 : -6.5*	i
- CCOC(=O)N1CCN(CC(O)COCc2cc(OC)c(OC)c(OC)c2)CC1 (centres undefined)
 : i	i
- O=C(CN1CCN(S(=O)(=O)c2ccc3ccccc3c2)CC1)Nc1ccc(N2CCOCC2)cc1
 : i	i
- COc1ccc(OC)c(-c2c(C#N)c(N)nc3c2c(=O)nc2sccn23)c1
 : i	i
- O=C(O)CNC(=S)N(Cc1cccs1)C1CCCCC1
 : i	i
- Cc1ccc(C(=O)C(C)OC(=O)C2CC(=O)N(C3CCCCC3)C2)cc1 (centres undefined)
 : i	i
- CCOc1cc(S(=O)(=O)NCCCn2ccnc2)ccc1Cl
 : i	i
- COc1cccc(N/C=C/C(=O)c2ccc(Br)cc2)c1
 : i	i
- COc1ccccc1C(=O)NNC(=O)c1cccc(F)c1
 : i	i
- O=C(O)CCCCn1c(SCc2cc(=O)n3cc(Cl)ccc3n2)nc2ccsc2c1=O
 : i	i
- CCn1c(CSCc2ccc(C)cc2)n[nH]c1=S
 : i	i
- Cc1sc2ncn(CC(=O)NCCCN3CCC(C)CC3)c(=O)c2c1S(=O)(=O)N1CCC(C)CC1
 : i	i
- O=C(O)C1CCC(=O)N(C2CCCCC2)C1c1ccccc1 (centres undefined)
 : i	i
- CCOC(=O)c1nc(C)sc1-c1ccnn1S(=O)(=O)c1ccc(Cl)cc1Cl
 : i	i
- COc1cc(OC)c(NS(=O)(=O)c2cc(Br)cnc2N)cc1Cl
 : i	i
- CC12CN(Cc3ccccc3)CC(C)(CN(Cc3ccccc3)C1)C2=O
 : i	i
- Cc1ccc(S(=O)CCNC(=O)Cc2ccc(Cl)cc2)cc1 (centres undefined)
 : i	i
- COc1cc(C2C3=C(CC(C)(C)CC3=O)N(C)C3=C2C(=O)CC(C)(C)C3)ccc1O
 : i	i
- Cc1ccc(N2C(=O)N(CC(=O)Nc3cccc(C)c3C)C(=O)C2C)cc1 (centres undefined)
 : i	i

# The listing continues.
# Each structure is followed by: CHT block	CHT PAM
- CC(C)(C)c1ccc(CN(Cc2ccccc2)C(c2ccccn2)c2nnnn2C(C)(C)C)cc1 (centres undefined)
 : i	i
- O=C(Nc1cccc(Cl)c1)Nn1cnnc1
 : i	i
- CCOC(=O)c1cccc(NC(=O)CSc2nnc(C3CCCCC3)n2CC)c1
 : i	i
- CCCCCCOc1ccc(C(=O)n2cnc(N)n2)cc1
 : i	i
- Cc1oc2cc3oc(=O)c4c(c3cc2c1C)CCC4
 : i	i
- COC(=O)c1[nH]c2ccc(Cl)cc2c1NC(=O)Oc1ccccc1
 : i	i
- CCN(CC)S(=O)(=O)c1cccc(-c2nnc(SCC(=O)c3ccc(Cl)s3)n2C)c1
 : i	i
- Cc1cc(C(=O)N2CCCC(Nc3ccc(C(C)C)cc3)C2)nn1C (centres undefined)
 : i	i
- CN(C(=O)COc1cc(=O)n(C)c2ccccc12)c1cccc(Cl)c1
 : i	i
- NC(=O)C1CCN(CC(=O)Nc2cc(Cl)ccc2Oc2ccccc2)CC1
 : i	i
- CCOC(=O)CN(C(=O)CNC(=O)c1ccco1)C(C(=O)NC1CCCCC1)c1cccs1 (centres undefined)
 : i	i
- O=C(c1ccc(-c2ccccc2Cl)o1)N1CCN(S(=O)(=O)c2cccs2)CC1
 : i	i
- O=C(Nc1cccc(C(F)(F)F)c1)c1scc2c1OCCO2
 : i	i
- Cc1nn2c(-c3ccncc3)ccnc2c1Cl
 : i	i
- O=C(c1cc(C(=O)N2CCOCC2)c2nc3ccccc3n2c1)c1ccccc1O
 : i	i
- O=C(O)c1cc(S(=O)(=O)NC(Cc2c[nH]c3ccccc23)C(=O)O)ccc1Cl (centres undefined)
 : i	i
- CCOc1ccc(C2CC(=O)n3nc(C45CC6CC(CC(C6)C4)C5)nc3S2)cc1OC (centres undefined)
 : i	i
- COc1cccc(CSc2nnc(CSc3nc4nc(C)cc(C)n4n3)s2)c1
 : i	i
- CCO[C@H]1OC(C(=O)N2CCOCC2)=C[C@@H](c2cn(C(C)=O)c3ccccc23)[C@@H]1CCCO
 : i	i
- O=c1oc2ccccc2cc1-c1csc(Nc2ccc(O)cc2)n1
 : i	i

# The results go on.
# Each structure is followed by: CHT block	CHT PAM
- O=C(Nc1cccnc1)C1CC(=O)N(c2ccc(F)cc2)C1 (centres undefined)
 : i	i
- O=C(NCC1CCCO1)c1nn2c(C(F)(F)F)cc(-c3cccs3)nc2c1Cl (centres undefined)
 : i	i
- O=C(COc1ccc(S(=O)(=O)N2CCOCC2)cc1)N1CCCCCC1
 : i	i
- O=C(COc1cccc2cccnc12)NCc1cccs1
 : i	i
- CC(OC(=O)c1nsc(Cl)c1Cl)C(=O)NC1CCCCC1 (centres undefined)
 : i	i
- COc1ccc(-c2[nH]c(-c3ccc(C)cc3)nc2SCC(=O)Nc2nccs2)cc1
 : i	i
- O=C(Cc1ccccc1)NCC(=O)N/N=C/c1cccs1
 : i	i
- N=c1sccn1CC(=O)N1CCc2ccccc21
 : i	i
- CC(C(=O)NC1CCCC1)N1C(=O)c2cccc3cccc1c23 (centres undefined)
 : i	i
- N=c1c(C(=O)NC2CCCCC2)cc2c(=O)n3ccccc3nc2n1Cc1ccc(F)cc1
 : i	i
- Fc1ccc(Br)cc1/C=N/N1CCN(c2ccccc2)CC1
 : i	i
- O=C(O)C1CCCCC1C(=O)Nc1ccc(Cl)cc1 (centres undefined)
 : i	i
- CC(C)Oc1ccc(N2CC(C(=O)Nc3ccc4c(c3)OCO4)CC2=O)cc1 (centres undefined)
 : i	i
- CC(=O)Nc1ccc(NC(=O)CCOc2ccccc2C)cc1
 : i	i
- Cc1cc(C(F)(F)F)nc2c(Cl)c(C(C)(C)C)nn12
 : i	i
- O=C(Nc1ccc(F)cc1F)N1CCCCC1c1cccnc1 (centres undefined)
 : i	i
- CS(=O)(=O)c1ccc2nc(NC(=O)CN3CCC(Cc4ccccc4)CC3)sc2c1
 : i	i
- COc1ccc(S(=O)(=O)N2CCCCC2)cc1Br
 : i	i
- Cc1cc(S(=O)(=O)N2CCOCC2)ccc1OCC(=O)N1CCC(C)CC1
 : i	i
- Cc1ccc(-c2nnc(-c3cccc(NC(=O)c4cccs4)c3)o2)cc1
 : i	i

# Additional structures
# Each structure is followed by: CHT block	CHT PAM
- COC(=O)c1c(NC(=O)C2CCCCC2)sc2c1CC(C)(C)NC2(C)C
 : i	i
- COC(=O)CSc1nc(C)c(C)c(C)c1C(N)=O
 : i	i
- CC(NC(N)=O)C12CC3CC(CC(C3)C1)C2 (centres undefined)
 : i	i
- COc1ccc(S(=O)(=O)N2CCN(CC(=O)NC3CCCC3)CC2)cc1
 : i	i
- C#CC(CC)(CC)NC(=O)c1c(C)noc1C
 : i	i
